HSF-1 act – increases HSF-1 driven luciferase reporter signal; NIH3T3-HGL HSF-1 luciferase reporter, MG132, 8 h; 100% = twice DMSO control signal; activation, % at 9 µM; 1.7% of 300,000 active; AID 504408;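 active means mean replicate activation of at least 50% with a set share of replicates each reaching 50%; inconclusive means only one of those two conditions met; inactive means mean below 50% and too few replicates reaching it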;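 further: 0% = median of the neutral control wells and 100% = twice that signal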
HSF1 inhib – HSF1 inhibition; NIH3T3-HGL HSE-luciferase, MG132-induced, luminescence 8 h; hits give low values; AID 2098; activity change, negative = inhibition, % at 7.5 µM (by protocol); 0.77% of 300,000 active;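 active means more than half of replicate wells show activity change below -50%, luminescence cut by over half; inconclusive means some wells, but at most half, below -50%; inactive means no replicate well below -50%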;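 further: luciferase reports HSF-1 transcriptional activity via heat shock element; 0% = median of DMSO wells and -100% = zero luminescence signal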
Dyrk1A ADPGlo – inhibitors of rat Dyrk1A kinase; Q63470; ADP-Glo luminescence, NFATc1 peptide; inhibition, % at 12.5 µM; 0.43% of 310,000 active; AID 504441; in the data active means inhibition above about 50%;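 further: plate controls were vehicle with enzyme for no effect and no enzyme for full effect; many of its hits are not listed in these tables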
AI-2 QS modul – Vibrio harveyi AI-2 quorum sensing modulation | Vibrio harveyi JMH597 AI-2 luminescence/OD600 ratio, 9 h; hits give low values; strain lacks LuxN and CqsS sensors; 0 = neutral-control median | activity change, % at 7.5 µM | 0.4% of 300,000 active; in the data active means activity change below about -75%, passing the limit was not always enough; inconclusive means no clear call, values can overlap the other calls;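 further: luminescence divided by OD600 gain over 9 h not by final OD600 alone; inactives centre near 13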
GSK3B inh – human GSK3beta kinase inhibition; P49841; GST-GSK3beta kinase, ADP-Glo luminescence, 60 min; hits give low values; activity score (negative = inhibition), % at 10 µM; 0.038% of 300,000 active; AID 2097;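 active means more than half of replicate wells score below -50%, meaning over 50% inhibition versus plate controls; inconclusive means some replicates but at most half score below -50%; inactive means no replicate scores below -50%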;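 further: 0% = median DMSO wells and -100% = median GW8510 positive control wells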
Target sequence (P49841 whole entry, looked up): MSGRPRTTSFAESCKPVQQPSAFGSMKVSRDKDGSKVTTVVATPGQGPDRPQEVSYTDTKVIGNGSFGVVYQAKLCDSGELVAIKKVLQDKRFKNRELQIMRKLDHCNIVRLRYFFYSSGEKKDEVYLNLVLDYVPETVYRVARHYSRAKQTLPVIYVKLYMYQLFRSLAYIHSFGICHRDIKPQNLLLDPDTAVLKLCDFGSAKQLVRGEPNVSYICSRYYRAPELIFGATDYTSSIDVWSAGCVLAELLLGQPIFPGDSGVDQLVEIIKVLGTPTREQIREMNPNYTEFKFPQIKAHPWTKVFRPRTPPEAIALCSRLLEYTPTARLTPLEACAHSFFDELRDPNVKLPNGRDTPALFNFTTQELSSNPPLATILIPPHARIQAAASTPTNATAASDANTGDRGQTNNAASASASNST
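Test system: GST-fused GSK3beta enzyme, cell-free | Quantity: 1.6 ng GST-GSK3beta enzyme per well | Reagent: 25 µM ATP with peptide substrate | Schedule: 60 min enzyme reaction, room temperature | Signal: Luminescent ADP-Glo measurement of ADP formed | Read-out basis: Score relative to plate controls | Control set: DMSO and 20 µM GW8510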
HSP90 inh – blocks HSP90-mediated luciferase refolding in reticulocyte lysate | Rabbit reticulocyte lysate, luciferase refolding luminescence, 3 h | 0.91% of 290,000 active | inhibition, % at 5.6 µM | AID 1789;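 active means inhibition above the screen-wide mean plus 3 SD, computed separately per campaign, cut at about 16% in these data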;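 further: 0% = DMSO wells and 100% = 60 µM geldanamycin wells; inhibitors lower the luminescence because luciferase stays unfolded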
HDAC3 inh – blocks human histone deacetylase 3; O15379; recombinant HDAC3, fluorogenic peptide/trypsin coupled, fluorescence; inhibition, % at 8.3 µM; 0.15% of 320,000 active; AID 2718; in the data active means inhibition above about 26%, passing the limit was not always enough; inconclusive means no clear call, values can overlap the other calls
PolyA inhibitor – inhibitors of polyadenylation in S. cerevisiae. S. cerevisiae SKY197-pL101 polyadenylation reporter, beta-gal luminescence; efflux-impaired pdr1/pdr3 knockout yeast; score 100 = 6 SD above DMSO. calls only at 12 µM. 0.02% of 300,000 active. AID 1875;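 active means lowest replicate activity score at least 50, where 100 means six control SD above control mean; inconclusive means lowest score under 50 but half or more replicates reach 50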;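 further: yeast exposed to compound for 9 h at 30 °C; higher score means more reporter readthrough which indicates perturbed polyadenylation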
Platelet DG rel – modulates dense granule release in human platelets; 0.22% of 300,000 active; AID 1663; human platelet-rich plasma, SFLLRN dense granule ATP release, luminescence; inhibition, %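 (compounds screened at 7.5 µM in platelet-rich plasma)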;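 active means mean replicate score, as percent of positive control, at or above 50; inconclusive means mean below 50 but at least one replicate at or above 50; inactive means mean and every replicate below 50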
GSK3 alpha inh – human GSK-3 alpha kinase inhibition; P49840; ADP-Glo luminescence, 60 min; inhibition, % at 10 µM; 0.1% of 320,000 active; AID 2650;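 in the data active means inhibition above about 50%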;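 further: GST-tagged GSK-3 alpha with peptide substrate and 25 µM ATP; 0% = DMSO neutral wells and 100% = GW8510 positive control wells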
Target sequence (P49840 whole entry, looked up): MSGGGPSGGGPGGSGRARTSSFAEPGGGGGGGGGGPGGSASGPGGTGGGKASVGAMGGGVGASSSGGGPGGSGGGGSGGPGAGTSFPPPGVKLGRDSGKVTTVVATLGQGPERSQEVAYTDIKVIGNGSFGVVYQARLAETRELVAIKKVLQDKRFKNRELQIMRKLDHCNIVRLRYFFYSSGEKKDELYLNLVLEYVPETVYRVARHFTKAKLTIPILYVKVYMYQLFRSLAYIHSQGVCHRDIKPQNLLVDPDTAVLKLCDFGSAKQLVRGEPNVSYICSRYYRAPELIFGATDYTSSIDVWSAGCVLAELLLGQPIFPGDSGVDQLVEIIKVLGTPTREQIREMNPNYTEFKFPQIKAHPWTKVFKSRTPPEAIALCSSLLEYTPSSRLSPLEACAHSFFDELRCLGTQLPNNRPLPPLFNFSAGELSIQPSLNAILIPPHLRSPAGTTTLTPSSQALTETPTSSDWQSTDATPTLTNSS
* marks the source's active call; other numbers are inactive results; i = inactive; ? = inconclusive; / = not tested or not shown; & = joins results of further samples. Only part of the results is shown. The share of hits here may be higher or lower than overall.

HSF-1 act | HSF1 inhib | Dyrk1A ADPGlo | AI-2 QS modul | GSK3B inh | HSP90 inh | HDAC3 inh | PolyA inhibitor | Platelet DG rel | GSK3 alpha inh | Structure
/ | / | 5 | 13 | 0 | -3 | 2 | i | / | -5 | COC(=O)c1sccc1-n1cccc1C(=O)C(=O)N1CCCC1
46 | 13 | 1 | 26 | 0 | 0 | 0 | i | 8 | -3 | O=C(CCNC(=O)N1CCn2c1nc1ccccc12)NCc1ccccc1Cl
-2 | -5 | / | 11 | 3 | 4 | 2 | i | 2 | -2 | CNC(=O)/C(C#N)=C/c1c(N2CCN(c3ccccc3)CC2)nc2c(C)cccn2c1=O
2 | 1 | -4 | 11 | -3 | 4 | 14 | i | 13 | 2 | O=C(CSc1ccccn1)N1CCN(c2ncc(C(F)(F)F)cc2Cl)CC1
-12 | -5 | 5 | 20 | 1 | -5 | -2 | i | -2 | 1 | Cc1nn(C(C)C(=O)NC2CCCCCC2)c(=O)c2nn(-c3ccccc3)c(C)c12 (stereo not drawn)
-3 | 3 | 0 | 6 | -4 | 0 | 1 | i | -3 | -2 | Cc1ccc2c(ccc(=S)n2C)c1
9 | -4 | -3 | 10 | 2 | 2 | 3 | i | -1 | -1 | CC(C)(C)S(=O)(=O)c1c(C(=O)O)cccc1C(=O)O
-11 | -1 | 10 | 2 | 0 | -5 | -2 | i | -5 | -2 | O=C(CSc1nnc(-c2ccccc2)o1)c1ccc2c(c1)OCCO2
3 | 8 | -2 | 14 | -4 | -1 | 1 | i | 2 | -4 | CCOC(=O)N1CCC(n2c(SCC(=O)OCc3ccccc3)nc3ccsc3c2=O)CC1
30 | 1 | 2 | 17 | 1 | 0 | -5 | i | 3 | -4 | CCc1c(C)nc(SCc2cccnc2)[nH]c1=O
10 | -2 | -1 | -7 | -3 | 2 | -2 | i | 1 | -7 | O=C(NC1CCS(=O)(=O)C1)Oc1ccc(Cl)cc1 (stereo not drawn)
8 | -1 | 11 | 6 | -2 | -5 | 0 | i | -1 | -3 | CC(=O)Nc1ccc(NC(=O)c2ccccc2N(C)S(=O)(=O)c2ccccc2)cc1
-18 | -10 | 1 | 11 | -1 | -9 | 1 | i | -5 | -2 | CCC(CC)C(=O)Nc1ccc(C(=O)c2ccccc2)cc1
11 | 0 | 3 | 26 | 1 | -1 | -8 | i | 1 | 2 | COc1ccc(C)cc1NC(=O)Nc1ccc2c(c1)CCC2
-12 | -4 | 3 | 13 | 1 | 3 | 10 | i | 1 | -2 | O=C(Nc1ccc(S(=O)(=O)Nc2ncccn2)cc1)c1nn(Cc2ccccc2)c(=O)c2ccccc12
1 | -5 | 3 | 33 | -3 | -1 | 6 | i | -7 | 4 | O=S(=O)(Nc1ccc(S(=O)(=O)N2CCOCC2)cc1)c1ccccc1
7 | 4 | -6 | 23 | 1 | 1 | / | i | 2 | / | COc1ccc(C)cc1NC(=O)CN1CCN(S(=O)(=O)c2ccc(Br)cc2)CC1
-1 | 0 | -8 | 9 | -1 | -2 | -1 | i | -3 | 3 | Cn1cc(C2CC(c3ccccc3)=NN2C(=O)c2ccccc2)c2ccccc21 (stereo not drawn)
-8 | -5 | 3 | 8 | 3 | -4 | 8 | i | -5 | -6 | Cc1ccsc1/C=C(\C#N)C(=O)NC1CCS(=O)(=O)C1 (stereo not drawn)
3 | 2 | -2 | -5 | -1 | 0 | 5 | i | 3 | 0 | O=C(NCCCN1CCOCC1)NC1CCCCC1
-5 | -6 | -7 | 5 | -5 | 2 | -7 | i | -4 | -2 | Cc1cccc(-n2c(N)cc(=O)[nH]c2=S)c1C
-9 | 0 | 5 | 23 | -3 | 0 | 5 | i | -4 | -1 | CCCCNS(=O)(=O)c1ccc2nc(SCC(=O)Nc3sccc3C#N)[nH]c2c1
-11 | -9 | 2 | 17 | -1 | -6 | 2 | i | -10 | 5 | Cc1cc(C(=O)CC#N)c(C)n1-c1c(C)n(C)n(-c2ccccc2)c1=O
-12 | -16 | 1 | 13 | -3 | 0 | -1 | i | 2 | -1 | CC(C)CC(=O)N=C1SC2CS(=O)(=O)CC2N1Cc1ccccc1 (stereo not drawn)
31 | 6 | 7 | 22 | -10 | 0 | / | i | 1 | 13 | Cc1c(CCOC(=O)CC23CC4CC(CC(C)(C4)C2)C3)sc[n+]1CC(=O)c1ccccc1
-10 | -11 | -10 | 12 | 9 | -1 | 2 | i | 0 | 0 | C[N+]1(C2CCC3CCC2C3O)CCCC1 (stereo not drawn)
34 | 14 | 3 | 18 | 2 | / | / | i | 11 | / | O=[N+]([O-])c1cccc(S(=O)(=O)Nc2cccc(-c3ccc(N4CCCC4)nn3)c2)c1
6 | 5 | 9 | 10 | 2 | -4 | -7 | i | -13 | -1 | O=C(NCCCn1ccnc1)/C(=C\c1cccnc1)NC(=O)c1ccccc1Br
5 | -1 | -1 | 11 | 2 | -1 | -1 | i | -1 | -4 | O=C(CN1CCCCC1)N1CCc2ccccc21
8 | -2 | 1 | 13 | -1 | -5 | -1 | i | 7 | -1 | COCCCNC(=O)Cn1cc2c(n1)CCC(C)C2 (stereo not drawn)
37 | 11 | 21 | 6 | 0 | -2 | -10 | i | -1 | -1 | O=C(N/N=C/C(Br)=C/c1ccccc1)c1ccccc1[N+](=O)[O-]
16 | 17 | 2&0 | 8 | -1 | 8 | -6 | i | 3 | 2 | O=c1c2ccccc2c(/C=N/c2ncn[nH]2)c(O)n1Cc1ccccc1
1 | -1 | 4 | 38 | 4 | / | -11 | i | 0 | -5 | CCN1C(=O)[C@H]2[C@@H](c3ccc(-c4ccc(Cl)c(Cl)c4)cc3)N[C@@](CC(C)C)(C(=O)OC)[C@H]2C1=O
11 | -1 | 3 | 24 | 2 | -1 | 0 | i | -47 | -1 | Cc1cc(C(=O)NCc2cccc(Cl)c2)c2ccccc2n1
8 | -1 | 8 | 0 | 0 | -1 | -1 | i | 1 | 1 | COc1ccccc1-n1cc(C(=O)NCC(=O)N2CCN(c3ccccc3)CC2)c2ccccc2c1=O
? | 50 | 3 | -5 | 2 | 4 | -7 | i | 9 | -3 | COc1ccc(N2CC(O)(c3ccc(C)cc3)[N+]3=C2CCCC3)cc1 (stereo not drawn)

Ordered by molar mass (lowest first): some entries from above.
HSF-1 act | HSF1 inhib | Dyrk1A ADPGlo | AI-2 QS modul | GSK3B inh | HSP90 inh | HDAC3 inh | PolyA inhibitor | Platelet DG rel | GSK3 alpha inh | Structure
-10 | -11 | -10 | 12 | 9 | -1 | 2 | i | 0 | 0 | C[N+]1(C2CCC3CCC2C3O)CCCC1 (stereo not drawn)
11 | 0 | 3 | 26 | 1 | -1 | -8 | i | 1 | 2 | COc1ccc(C)cc1NC(=O)Nc1ccc2c(c1)CCC2
-8 | -5 | 3 | 8 | 3 | -4 | 8 | i | -5 | -6 | Cc1ccsc1/C=C(\C#N)C(=O)NC1CCS(=O)(=O)C1 (stereo not drawn)
/ | / | 5 | 13 | 0 | -3 | 2 | i | / | -5 | COC(=O)c1sccc1-n1cccc1C(=O)C(=O)N1CCCC1
-11 | -1 | 10 | 2 | 0 | -5 | -2 | i | -5 | -2 | O=C(CSc1nnc(-c2ccccc2)o1)c1ccc2c(c1)OCCO2
-2 | -5 | / | 11 | 3 | 4 | 2 | i | 2 | -2 | CNC(=O)/C(C#N)=C/c1c(N2CCN(c3ccccc3)CC2)nc2c(C)cccn2c1=O
6 | 5 | 9 | 10 | 2 | -4 | -7 | i | -13 | -1 | O=C(NCCCn1ccnc1)/C(=C\c1cccnc1)NC(=O)c1ccccc1Br
7 | 4 | -6 | 23 | 1 | 1 | / | i | 2 | / | COc1ccc(C)cc1NC(=O)CN1CCN(S(=O)(=O)c2ccc(Br)cc2)CC1
3 | 8 | -2 | 14 | -4 | -1 | 1 | i | 2 | -4 | CCOC(=O)N1CCC(n2c(SCC(=O)OCc3ccccc3)nc3ccsc3c2=O)CC1

(list continues)
HSF-1 act | HSF1 inhib | Dyrk1A ADPGlo | AI-2 QS modul | GSK3B inh | HSP90 inh | HDAC3 inh | PolyA inhibitor | Platelet DG rel | GSK3 alpha inh | Structure
-3 | 1 | 4 | 11 | 2 | 1 | 2 | i | -7 | 2 | CC(C)(C)NC(=O)NC(=O)COC(=O)COc1ccc(Cl)cc1Cl
-6 | -1 | 14 | 6 | -6 | 0 | 4 | i | -2 | -2 | NC(=S)N/N=C/c1ccc(-c2cc(Cl)ccc2Cl)o1
6 | 4 | -1 | 17 | 1 | 4 | 5 | i | 0 | -1 | C=CCSc1nnc(-c2cc(C(C)(C)C)nn2Cc2ccc(F)cc2)n1C
7 | 2 | 0 | 17 | 9 | 1 | -8 | i | 7 | 3 | CCOc1cnc(-c2ccccc2F)o1
-10 | -1 | 11 | 22 | -1 | 2 | 10 | i | 0 | -2 | CCOC(=O)C1CCCN(C(=O)c2cn(CC)c(=O)c3cc(OC)c(OC)cc23)C1 (stereo not drawn)
0 | -4 | 4 | 58 | -3 | 1 | -5 | i | -1 | -3 | Cc1ccc(C)n1NC(=O)c1ccccc1[N+](=O)[O-]
1 | -12 | 2 | 16 | -3 | / | -3 | i | 3 | -2 | Cn1c(=O)n(Cc2ccccc2)c(=O)c2c1nc1n2CCCN1C1CCCCC1
22 | 4 | 1 | -3 | 2 | -4 | 4 | i | -6 | 0 | CC(C)c1onc(C(=O)N2CCCCC2C)c1[N+](=O)[O-] (stereo not drawn)
34 | 20 | -1 | -3 | -2 | 0 | / | i | 0 | / | O=C(O)CCSc1nnc(CNc2ccc(Cl)cc2)n1Cc1ccccc1
-12 | 0 | -4 | 19 | 2 | -2 | -1 | i | 6 | -3 | Cc1cccc(C(=O)OCC(=O)NCCNC(=O)COC(=O)c2cccc(C)c2C)c1C
28 | 11 | 1 | 7 | 0 | -3 | 6 | i | -6 | -1 | CC(C)c1cc2cc3ccc(=O)oc3cc2o1
6 | -1 | / | 18 | 1 | / | -2 | i | -2 | -5 | Nc1nc2c(ncn2CCC(CO)CO)c(=O)[nH]1
-25 | -5 | -3 | 34 | 1 | -1 | -1 | i | -1 | -23 | CC(C)N(C(=O)CSc1nnc(NC(=O)C2CCC2)s1)C(C)C
1 | -2 | 4 | 25 | -2 | 1 | -4 | i | 4 | -43 | O=C(CCN1C(=O)/C(=C/c2ccccc2Cl)SC1=S)NC1=NCCS1
-1 | 6 | 0 | 20 | 1 | -1 | 5 | i | 8 | -4 | CC1CCN(CCC(=O)N/N=C/c2ccc([N+](=O)[O-])cc2)CC1
-23 | -8 | 6 | -2 | -1 | -3 | -5 | i | -7 | 12 | CCCc1c(C)nc2ccc(OC)cc2c1SCCC(=O)O

Screens deposited in PubChem BioAssay by several laboratories.
